Compound activity from PubChem.
Fh CTSL1 inh: cathepsin L1 inhibition, PFM18AAP counter-screen. recombinant F. hepatica cathepsin L1, Z-Leu-Arg-MCA fluorescence. inhibition, % at 5.96 µM. 300,000 compounds, 0.49% hits. AID 1906;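 active = inhibition above the mean of all tested compounds plus 3 SD, set per screening campaign, cut at about 17% in these data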;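 note: 0% = plate median of test compound wells and 100% = 1 µM Z-Phe-Ala-diazomethylketone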
TPT1 inh: blocks Candida albicans tRNA 2'-phosphotransferase; recombinant caTPT1, FP RNA substrate dephosphorylation; inhibition, % at 5 µM; 300,000 compounds, 0.81% hits; AID 1962;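 active = inhibition above the mean of all tested compounds plus 3 SD, set per screening campaign, cut at about 24% in these data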;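 note: plate controls were DMSO alone for no effect and ferristatin control at 100 nM for full effect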
PP5 inh: PP5 (human) phosphatase inhibition. purified PP5c, OMFP substrate fluorescence. inhibition, % at 6.7 µM. 320,000 compounds, 0.18% hits;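 active = inhibition above the campaign's mean inhibition across all tested compounds plus 3 SD, cut at about 9.5% in these data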;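 note: 0% = DMSO only and 100% = 100 µM cantharidin control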
core dimer inh: blocks dimerization of HCV core protein; TR-FRET GST/Flag-core106 dimerization, 1536-well; inhibition, % at 5 µM; 300,000 compounds, 0.33% hits; AID 1899;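 active = inhibition above the mean of all tested compounds plus 3 SD, set per screening campaign, cut at about 45% in these data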
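Assay system – GST-tagged and Flag-tagged HCV core protein residues 1-106 · Quantity – core106 proteins, GST 13.5 nM and Flag 17 nM · Benchmarks – unlabelled core106 and no-GST-core106 wells · Read-out basis – percent inhibition of core106 dimerization signal · Detection – time-resolved FRET, ex 340 nm, em 617 and 671 nm · Schedule – 4 h at 22.5 °C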
AHR act: human AHR activation | AID 2796 | activation, % at 5 µM | 320,000 compounds, 2.5% hits | AHR-responsive luciferase reporter cells, luminescence | P35869; in the data active = activation above about 47%;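 note: 0% = vehicle wells and 100% = reference agonist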
procasp7 counter: activates human procaspase-7, counter-screen for procaspase-3 activators. P55210. recombinant procaspase-7, Ac-DEVD-pNA absorbance 405 nm; D23A/D198A/D206A triple mutant, cannot self-cleave; scale: DMSO 0, 5 µM enzyme 100. activation, % at 8.5 µM. 330,000 compounds, 0.093% hits. AID 463210;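 active = percent activation above the screen-wide mean plus 3 SD, cut at about 25% in these data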
Target sequence (P55210 whole entry D23A/D198A/D206A): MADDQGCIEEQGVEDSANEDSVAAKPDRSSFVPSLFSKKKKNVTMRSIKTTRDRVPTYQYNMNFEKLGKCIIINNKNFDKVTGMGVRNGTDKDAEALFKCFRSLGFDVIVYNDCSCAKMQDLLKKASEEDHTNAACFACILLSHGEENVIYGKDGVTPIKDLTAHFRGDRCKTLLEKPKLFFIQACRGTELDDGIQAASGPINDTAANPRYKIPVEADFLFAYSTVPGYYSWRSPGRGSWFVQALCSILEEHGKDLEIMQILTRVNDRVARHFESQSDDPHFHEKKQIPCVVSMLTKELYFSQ
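buffer or medium = Zinc-free HEPES/NaCl buffer, pH 7.4 | material = Procaspase-7 triple mutant (PC-7 D3A) | input = 2 µM procaspase-7 mutant as dispensed | signal = Epi-absorbance of released pNA at 405 nm, two timepoints | timing = 1 h preincubation, 2 h reaction | replicates = singlicate compound testing | evaluation = % activation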
PP1 counter: PP1-alpha (human) inhibition in PP5 counter-screen; P62136; purified PP1alpha, OMFP fluorescence; inhibition, % at 6.7 µM; 320,000 compounds, 0.9% hits;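 active = inhibition above the mean inhibition of all tested compounds plus 3 SD, computed separately for each screening campaign, cut at about 15% in these data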
Target sequence (P62136 whole entry, looked up): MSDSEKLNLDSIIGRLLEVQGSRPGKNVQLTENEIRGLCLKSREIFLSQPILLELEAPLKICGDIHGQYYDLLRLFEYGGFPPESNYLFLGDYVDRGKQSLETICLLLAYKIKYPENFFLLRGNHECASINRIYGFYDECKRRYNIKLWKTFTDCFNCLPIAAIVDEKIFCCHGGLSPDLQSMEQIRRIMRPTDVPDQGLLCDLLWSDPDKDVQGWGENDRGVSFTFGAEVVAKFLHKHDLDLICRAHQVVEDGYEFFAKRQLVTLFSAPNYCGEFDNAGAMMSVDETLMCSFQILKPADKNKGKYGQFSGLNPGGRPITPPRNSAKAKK
PAFAH2 inh: inhibitors of human PAFAH2. Q99487. recombinant PAFAH2, FP-rhodamine activity probe, fluorescence polarization. inhibition, % at 3.39 µM. 340,000 compounds, 0.99% hits. AID 492956;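 active = inhibition above the mean over all tested compounds plus 3 SD, cut at about 30% in these data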;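 note: inhibitors block probe labeling of enzyme so polarization drops; 0% = enzyme with DMSO and 100% = wells lacking PAFAH2 protein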
procasp3 activ: activators of human procaspase-3; P42574; recombinant procaspase-3 D3A, Ac-DEVD-pNA absorbance 405 nm; activation, % at 8.5 µM; 330,000 compounds, 0.11% hits; AID 463141;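 active = activation above the mean of all tested compounds plus 3 SD, cut at about 21% in these data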;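 note: 0% = DMSO alone and 100% = DMSO wells spiked with extra 5 µM PC-3 D3A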
Target sequence (P42574 whole entry D9A/D28A/D175A): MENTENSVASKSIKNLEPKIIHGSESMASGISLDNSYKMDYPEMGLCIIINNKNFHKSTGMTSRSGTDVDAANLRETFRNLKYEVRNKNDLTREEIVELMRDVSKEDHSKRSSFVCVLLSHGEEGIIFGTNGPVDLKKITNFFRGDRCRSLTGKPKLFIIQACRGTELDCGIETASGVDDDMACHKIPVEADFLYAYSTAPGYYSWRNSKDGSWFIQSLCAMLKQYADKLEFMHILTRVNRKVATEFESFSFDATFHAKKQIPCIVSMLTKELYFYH
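Compound: 8.5 µM single point, 0.8% DMSO / Material: Autoprocessing-dead procaspase-3 D3A mutant enzyme / Timing: 1 h preincubation plus 2 h reaction at 25 °C / Medium: Zinc-free HEPES/NaCl buffer with 0.01% Triton X-100 at pH 7.4 / Technique: 405 nm absorbance of p-nitroaniline, reads at 0 and 120 min / Repeats: one well per compound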
The depositor's hits bear a star; & = joins results of further samples. Not a hit list, and some 5.6% of all compounds hit somewhere here.

Screening O=C(Nc1ccccn1)c1sc2cc([N+](=O)[O-])ccc2c1Cl returned Fh CTSL1 inh 0, TPT1 inh -1, PP5 inh 1.1, core dimer inh -85, AHR act 13, procasp7 counter -13, PP1 counter -3, PAFAH2 inh 3 and procasp3 activ -5.
`CCOCCn1c(SC)nc2c1c(=O)[nH]c(=O)n2C` gave Fh CTSL1 inh -7, TPT1 inh -3, PP5 inh 2.0, core dimer inh 3, AHR act 4, procasp7 counter -31, PP1 counter 1, PAFAH2 inh 3 and procasp3 activ -15.
`CC1CC1C(=O)NCCc1ccc(Cl)cc1` (stereo not given) gave Fh CTSL1 inh -3, TPT1 inh -3, PP5 inh -0.5, core dimer inh 3, AHR act -13, procasp7 counter 6, PP1 counter -1, PAFAH2 inh -4 and procasp3 activ 15.
N#Cc1ccc(-c2ccc(C3Nc4ccccc4C(=O)N3O)o2)cc1 (stereo not given) was read as PP5 inh 2.8, AHR act -1, procasp7 counter -32, PP1 counter 9, PAFAH2 inh -5 and procasp3 activ -14.
COc1ccccc1C(=O)NCC(C)(C)CN=C1NS(=O)(=O)c2ccccc21 was read as Fh CTSL1 inh 3, TPT1 inh 0, PP5 inh 1.6, core dimer inh 4, AHR act 0, procasp7 counter 3, PP1 counter 2, PAFAH2 inh -1 and procasp3 activ 2.
For COc1ccc(NC(=O)COC(=O)c2ccco2)c([N+](=O)[O-])c1 the results were Fh CTSL1 inh -10, TPT1 inh 7, PP5 inh 1.4, core dimer inh -6, AHR act 4, procasp7 counter -1, PP1 counter -1, PAFAH2 inh 28 and procasp3 activ 3.
Screening Cc1cc(C)c2c3c(cn2n1)c(=O)n(C)c(=O)n3C returned Fh CTSL1 inh 0, TPT1 inh -1, PP5 inh 0.1, core dimer inh -4, AHR act 5, procasp7 counter 9, PP1 counter -5, PAFAH2 inh -1 and procasp3 activ -4.
Screening O=Cc1ccc(OC(=O)c2cc(Cl)nc3ccccc23)cc1 returned Fh CTSL1 inh 6, TPT1 inh 0, PP5 inh -1.3, core dimer inh -2, AHR act 17, procasp7 counter -14, PP1 counter -3, PAFAH2 inh -1 and procasp3 activ 10.
Screening O=C(c1cc(COc2ccc(F)cc2Cl)on1)N(Cc1ccncc1)CC1CCCO1 (stereo not given) returned Fh CTSL1 inh -3, TPT1 inh 0, PP5 inh -1.0, core dimer inh 4, AHR act 1, procasp7 counter 5, PP1 counter -4, PAFAH2 inh 5 and procasp3 activ -9.
Screening CCN(C[C@H]1N[C@@](C)(C(=O)OC)[C@H]2C(=O)N(Cc3ccccc3)C(=O)[C@@H]12)C(=O)c1ccc(F)cc1 returned AHR act 0, procasp7 counter -3, PAFAH2 inh -1 and procasp3 activ 12.
CCOC(=O)c1cnc2c(-c3ccccc3)c(C)nn2c1N was read as Fh CTSL1 inh -2, TPT1 inh -2, PP5 inh 1.8, core dimer inh 4, AHR act 1, procasp7 counter -4, PP1 counter 0, PAFAH2 inh -1 and procasp3 activ -1.
CCCCOC(=O)c1ccc(NC(=O)C2CCCO2)cc1 (stereo not given) was read as Fh CTSL1 inh -3, TPT1 inh -3, PP5 inh 2.0, core dimer inh -1, AHR act -1, procasp7 counter 10, PP1 counter 1, PAFAH2 inh 6 and procasp3 activ 0.
`CC(C)(C)SCCNC(=O)c1ccccc1` gave Fh CTSL1 inh -1, TPT1 inh 0, PP5 inh 0.1, core dimer inh -1, AHR act 11, procasp7 counter 7, PP1 counter -2, PAFAH2 inh 6 and procasp3 activ 3.
`CCOC(=O)CSc1nnc(NC(=O)CCc2ccccc2)s1` gave Fh CTSL1 inh -8, TPT1 inh -1, PP5 inh 2.9, core dimer inh 5, AHR act 2, procasp7 counter 8, PP1 counter 3, PAFAH2 inh -1 and procasp3 activ -6.
For COc1ccc(CN2CCC(Cc3ccccc3)CC2)cc1OC the results were Fh CTSL1 inh 1, TPT1 inh -3, PP5 inh 3.7, core dimer inh -9, AHR act -3, procasp7 counter 4, PP1 counter 1, PAFAH2 inh -4 and procasp3 activ 3.
CN1CCCN(C2C3CC4CC(C3)CC2C4)CC1 (stereo not given) was read as Fh CTSL1 inh -6, TPT1 inh -3, PP5 inh -1.7, core dimer inh 3, AHR act 3, procasp7 counter -10, PP1 counter 2, PAFAH2 inh -13 and procasp3 activ 1.
`COc1ccc(NC(=S)N2c3ccccc3CC2C)cc1OC` (stereo not given) gave Fh CTSL1 inh 6, TPT1 inh 1, PP5 inh -1.6, core dimer inh 5, AHR act 6, procasp7 counter -29, PP1 counter -5, PAFAH2 inh 11 and procasp3 activ -11.
`COc1cccc(=O)c2c(C)n(CC(=O)c3ccccc3)c(C)c12` gave Fh CTSL1 inh 1, TPT1 inh 30*, PP5 inh 0.8, core dimer inh 67*, AHR act 23, procasp7 counter -5, PP1 counter 23*, PAFAH2 inh 8 and procasp3 activ -3.
Screening COc1ccc(CCNC(=O)C(=O)NCc2ccccc2)cc1OC returned Fh CTSL1 inh 0, TPT1 inh -2, PP5 inh -0.9, core dimer inh -9, AHR act 1, procasp7 counter -3, PP1 counter -1, PAFAH2 inh -4 and procasp3 activ 1.
COC(=O)c1cccc(C(=O)N2CCCC(Nc3ccc(C)c(C)c3)C2)c1 (stereo not given) was read as Fh CTSL1 inh 3, TPT1 inh -3, PP5 inh -1.6, core dimer inh 5, AHR act 1, procasp7 counter -4, PP1 counter -3, PAFAH2 inh 5 and procasp3 activ 9.
`O=C1CCC(=O)N1OCCCOc1ccccc1` gave Fh CTSL1 inh -1, TPT1 inh -1, PP5 inh 1.5, core dimer inh -3, AHR act 0, procasp7 counter 5, PP1 counter -2, PAFAH2 inh 2 and procasp3 activ 1.
Screening COc1ccc(C2=NS(=O)(=O)N(C)C(C(=O)NCc3ccccn3)=C2)cc1OC returned Fh CTSL1 inh 1, TPT1 inh -6, PP5 inh 0.8, core dimer inh -2, AHR act 5, procasp7 counter -3, PP1 counter 1, PAFAH2 inh 0 and procasp3 activ 3.
For O=[N+]([O-])c1ccccc1CS(=O)(=O)c1ccccc1 the results were Fh CTSL1 inh -4, TPT1 inh 0, PP5 inh 3.3, core dimer inh -4, AHR act 0, procasp7 counter -3, PP1 counter 0, PAFAH2 inh 5 and procasp3 activ 1.
Screening Oc1ccc(Cl)cc1C=NCCc1ccccc1 returned Fh CTSL1 inh -3, TPT1 inh 1, PP5 inh 3.8, core dimer inh 7, AHR act 2, procasp7 counter 5, PP1 counter -2, PAFAH2 inh -3 and procasp3 activ -3.
`COc1ccc(CNC(=O)CN(Cc2ccc(C)cc2)C(=O)c2csnn2)cc1` gave Fh CTSL1 inh 2, TPT1 inh -2, PP5 inh 2.2, core dimer inh -9, AHR act -1, procasp7 counter -3, PP1 counter 1, PAFAH2 inh -9 and procasp3 activ 7.
CCOc1ccc(OCc2cccc(C(=O)N(CC)CC)c2)cc1 was read as Fh CTSL1 inh -3, TPT1 inh 2, PP5 inh -0.8, core dimer inh 5, AHR act -5, procasp7 counter -10, PP1 counter 0, PAFAH2 inh 4 and procasp3 activ -2.
`COc1cc(C)c(NC(=S)Nc2cccc(Cl)c2C)cc1OC` gave Fh CTSL1 inh 0, TPT1 inh 4, PP5 inh 2.4, core dimer inh -8, AHR act 8, procasp7 counter -15, PP1 counter 2, PAFAH2 inh 3 and procasp3 activ -15.
For CCOC(=O)c1c(-c2ccccc2)oc2ccc(OC(C)C(=O)O)cc12 (stereo not given) the results were Fh CTSL1 inh 3, TPT1 inh -2, PP5 inh 0.8, core dimer inh 8, AHR act -1, procasp7 counter 10, PP1 counter -5, PAFAH2 inh -1 and procasp3 activ 5.
For Cc1ccc(C(=O)Nc2nc(=O)[nH]s2)cc1 the results were Fh CTSL1 inh 13&9, TPT1 inh 1&-2, PP5 inh -1.7&-3.8, core dimer inh 0&-12, AHR act 2&0, procasp7 counter -11&0, PP1 counter -5&7, PAFAH2 inh -1&6 and procasp3 activ 7&5.
For CN(Cc1cccs1)C(=O)COC(=O)CNC(N)=O the results were Fh CTSL1 inh -3, TPT1 inh -2, PP5 inh 1.4, core dimer inh 3, AHR act 4, procasp7 counter 0, PP1 counter -3, PAFAH2 inh 1 and procasp3 activ 2.
For Cc1csc2nc(CNS(=O)(=O)c3cccnc3)cn12 the results were Fh CTSL1 inh -1, TPT1 inh -2, PP5 inh 2.4, core dimer inh 1, AHR act -1, procasp7 counter 8, PP1 counter -2, PAFAH2 inh 10 and procasp3 activ 1.
For CCn1cc(/C=N\NC(=O)Cc2ccc(Cl)cc2)cn1 the results were Fh CTSL1 inh 2, TPT1 inh 2, PP5 inh -6.2, core dimer inh -7, AHR act 8, procasp7 counter 11, PP1 counter -9, PAFAH2 inh 1 and procasp3 activ 3.
For CCc1ccccc1N1CC23C=CC(O2)C(C(=O)O)C3C1=O (stereo not given) the results were Fh CTSL1 inh 2, TPT1 inh 2, PP5 inh -0.2, core dimer inh -6, AHR act 8, procasp7 counter 1, PP1 counter -2, PAFAH2 inh 0 and procasp3 activ -1.

An excerpt of the results above, as a working copy:
`COc1ccc(CNC(=O)CN(Cc2ccc(C)cc2)C(=O)c2csnn2)cc1` gave Fh CTSL1 inh 2, TPT1 inh -2, PP5 inh 2.2, core dimer inh -9, AHR act -1, procasp7 counter -3, PP1 counter 1, PAFAH2 inh -9 and procasp3 activ 7.
CCOc1ccc(OCc2cccc(C(=O)N(CC)CC)c2)cc1 was read as Fh CTSL1 inh -3, TPT1 inh 2, PP5 inh -0.8, core dimer inh 5, AHR act -5, procasp7 counter -10, PP1 counter 0, PAFAH2 inh 4 and procasp3 activ -2.
`COc1cc(C)c(NC(=S)Nc2cccc(Cl)c2C)cc1OC` gave Fh CTSL1 inh 0, TPT1 inh 4, PP5 inh 2.4, core dimer inh -8, AHR act 8, procasp7 counter -15, PP1 counter 2, PAFAH2 inh 3 and procasp3 activ -15.
For CCOC(=O)c1c(-c2ccccc2)oc2ccc(OC(C)C(=O)O)cc12 (stereo not given) the results were Fh CTSL1 inh 3, TPT1 inh -2, PP5 inh 0.8, core dimer inh 8, AHR act -1, procasp7 counter 10, PP1 counter -5, PAFAH2 inh -1 and procasp3 activ 5.
For Cc1ccc(C(=O)Nc2nc(=O)[nH]s2)cc1 the results were Fh CTSL1 inh 13&9, TPT1 inh 1&-2, PP5 inh -1.7&-3.8, core dimer inh 0&-12, AHR act 2&0, procasp7 counter -11&0, PP1 counter -5&7, PAFAH2 inh -1&6 and procasp3 activ 7&5.
For CN(Cc1cccs1)C(=O)COC(=O)CNC(N)=O the results were Fh CTSL1 inh -3, TPT1 inh -2, PP5 inh 1.4, core dimer inh 3, AHR act 4, procasp7 counter 0, PP1 counter -3, PAFAH2 inh 1 and procasp3 activ 2.
